Rat MKP-3 inhibitors: MKP-3 phosphatase inhibitors, primary screen, biochemical, rat enzyme, in vitro (AID 425); actives 0.17% (n = 110,000); inhibition, % at 20 µM; hits with a dose series show IC50 in µM; recombinant MKP-3 phosphatase activity, fluorescence; higher % means a stronger effect; in the data active = inhibition above about 50%;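 note: plate controls were vehicle for no effect and reference inhibitor for full effect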
Hsp70 displacement: Hsp70 inhibitors, probe displacement, primary screen, biochemical, fluorescence polarization (AID 583) | Heat shock 70 kDa protein 1A (Homo sapiens) | Hsp70 fluorescence polarization probe displacement, mP; higher % means a stronger effect | displacement, % at 20 µM, or IC50 in µM where a hit was titrated | actives 0.06% (n = 140,000); in the data active = displacement above about 50%;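 note: plate controls were vehicle for no effect and reference ligand for full effect; a part of the inactive calls stands beside numbers as strong as those of hits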
* = called active by the depositor; . = not tested or not shown; & = joins results of further samples. Not all compounds are listed; count on the stated rates, not on these rows.

SMILES | Rat MKP-3 inhibitors | Hsp70 displacement
COc1ccc(NC(=O)N[C@@H](CCSC)C(=O)O)cc1Cl | 1% | -1.1%
c1ccc2c(c1)OCC(c1nn3c(Cn4nnc5ccccc54)nnc3s1)O2 (stereo not drawn) | -11% | 7.0%
CNC(=O)CSc1nnc(-c2ccco2)n1-c1ccccc1OC | 0% | -0.3%
Cc1cc(=O)oc2cc(OCC(=O)c3ccc(-c4ccccc4)cc3)ccc12 | 3% | -3.4%
NC(=O)C1CCN(C(=O)Cn2cccc2C(=O)c2ccccc2)CC1 | . | 2.5%
COc1ccc([N+](=O)[O-])cc1NC(=O)CC(C)C | 5% | -6.2%
O=C1CC(N2CCC(c3nc4ccccc4[nH]3)CC2)C(=O)N1Cc1ccccc1 (stereo not drawn) | -13% | -2.0%
COc1ccc(/C=N/N=C2/NC(=O)C(CC(=O)O)S2)cc1OC (stereo not drawn) | -3% | -3.4%
Cc1ccc(NC(=O)N2CCC(NC(=O)C(C)(C)C)CC2)cc1 | . | 5.8%
CCOCCOC(=O)C1=C(C)N(CC)C(=O)NC1c1ccc([N+](=O)[O-])cc1 (stereo not drawn) | 2% | 2.0%
Cc1ccc(C2CC(C(F)(F)F)n3ncc(C(=O)NCCN4CCOCC4)c3N2)cc1 (stereo not drawn) | -4% | -29%
CCN1C(=O)c2ccc(-c3nc4ccccc4c(=O)o3)cc2C1=O | 3% | 3.5%
COCCNC(=O)c1cc2c(=O)n3cccc(C)c3nc2n(Cc2ccncc2)c1=N | 5% | -2.8%
CC(=O)Nc1ccc(-c2csc(N)n2)cc1 | 3% | 1.1%
CCOC(=O)C1CCN(C(=O)COc2cccc(C)c2)CC1 | -18% | 7.9%
CS(=O)(=O)N1CCC(C(=O)Nc2ccc(Br)cc2F)CC1 | -9% | 1.5%
CCCOc1cc(C)c(S(=O)(=O)n2ccc(C)n2)cc1C | -12% | -5.5%
Cc1ccc(N2CC(C(=O)N/N=C/c3cccc(Br)c3)CC2=O)cc1 (stereo not drawn) | 4% | -7.1%
CC(C)NC(=O)CN(c1cccc(Br)c1)S(C)(=O)=O | -1% | 0.7%
Cc1nc2sc(C(c3ccco3)N3CC(C)OC(C)C3)c(O)n2n1 (stereo not drawn) | 3% | 0.7%
Cc1cccc(NC(=O)c2cc([N+](=O)[O-])ccc2Cl)c1C | -1% | 2.0%
O=C(N/N=C/c1cccs1)c1cc(-c2ccc3ccccc3c2)n[nH]1 | 19% | -18%
c1ccc(CCn2nnnc2C(c2cccnc2)N2CCN(c3nc4ccccc4s3)CC2)cc1 (stereo not drawn) | -8% | -7.0%
CCOc1ccc(-n2cnnn2)cc1S(=O)(=O)NC1CC1 | . | 7.3%
Cc1ccc(C)n1-c1ccc(-c2nnco2)cc1 | . | -0.9%
O=C(Nc1ccc2c(c1)OCO2)c1ccc(S(=O)(=O)NCC2CCCO2)cc1 (stereo not drawn) | -13% | 8.7%
CCOc1ccc(NC(=O)Nc2ccc(N(C)C(C)=O)cc2)cc1 | -7% | 3.0%
COc1ccc(OC)c(Nc2nc(N)nc(CSc3nnc(-c4ccncc4)o3)n2)c1 | . | -4.7%
CC(=O)NNc1nc2c(c(=O)[nH]c(=O)n2C)n1CCc1ccccc1 | -3% | -0.7%
Cc1cc(C)cc(N2C(=O)NC(=O)/C(=C\c3ccc(C(=O)O)cc3)C2=O)c1 | 5% | 3.1%
Cc1occc1-c1nnc(SCC(=O)c2ccc(Cl)cc2)n1CC1CCCO1 (stereo not drawn) | -15% | 0.3%
Fc1ccc(-c2oncc2-c2nnnn2-c2ccccc2)cc1F | . | 3.1%
COC(=O)C(C)NC(=O)C(C)NC(=O)OCc1ccccc1 (stereo not drawn) | 3% | 2.9%
CCOC(=O)c1[nH]c2ccc(OC)cc2c1NC(C)=O | -13% | 1.0%
O=C(CSc1nn(-c2ccccc2)c(=S)s1)NC(=O)NCc1ccco1 | . | 5.2%
COC(=O)c1ccc(C)c(NC(=O)C2COc3ccccc3O2)c1 (stereo not drawn) | -8% | -4.5%
COc1ccc(CC(=O)NC2C3CC4CC(C3)CC2C4)cc1OC (stereo not drawn) | 2% | -3.8%
Cc1cc(C)c2c3c(sc2n1)C1(CCSCC1)C(C#N)=C(N)O3 | . | 4.2%
O=C(CC1(O)C(=O)N(CN2CCOCC2)c2ccccc21)c1ccccc1 (stereo not drawn) | -7% | .
c1cc(CN2CCN(C3CCCCC3)CC2)ccn1 | 2% | -1.0%
CCCCCC12CCC(O)(CC1)C/C2=N/NS(=O)(=O)c1ccc(C)cc1 | -2% | 5.3%
COCCCn1c(Cc2csc(Nc3cccc(Cl)c3)n2)nnc1SCC(=O)OC1CCCCC1 | . | -35%
CC1CCN(C(=O)c2cc3nc(-c4ccccc4)cc(-c4ccccc4)n3n2)CC1 | . | -4.3%
CCN1C(=O)/C(=C\c2ccc(-c3ccc(C)c(Cl)c3)o2)SC1=S | 0% | 0.9%
Cc1cc(OCCCCn2ccnc2)cc(C)c1Cl | -2% | -0.8%
CCOC(=O)c1ccc(NC(=O)CN(c2cccc([N+](=O)[O-])c2)S(=O)(=O)c2ccccc2)cc1 | -6% | 2.0%
C=CCN1C(=O)/C(=C\c2ccc(-c3ccc([N+](=O)[O-])cc3)o2)SC1=S | -2% | 0.8%
O=C(CNC(=O)c1ccccc1F)NC1CC1 | -15% | 8.1%
O=C(Nc1ccccc1)OCCNC(=O)c1cccc(Cl)c1 | . | -4.9%
COc1cccc(C2CC(c3cccc(C)c3)n3ncnc3N2)c1 (stereo not drawn) | -15% | 0.0%
O=C(Cc1c(C(=O)O)[nH]c2ccccc12)NC1CCN(Cc2ccccc2)CC1 | -9% | 0.6%
Cc1ccc(C)c(-c2nn(-c3cc(N4CCCC4)ccc3[N+](=O)[O-])c(=O)c3ccccc23)c1 | 8% | -0.6%
O=C(NC(=S)Nc1ccc2c(c1)-c1ccccc1C2)c1ccccc1 | 5% | -1.5%
C=CCn1c(SCC(=O)Nc2nc3ccccc3s2)nnc1-c1ccccc1O | -8% | 0.0%
NS(=O)(=O)c1ccc(CNC(=O)c2ccccc2Cl)cc1 | 1% | 2.2%
CCn1c(N)c(C(=O)NCc2ccc3c(c2)OCO3)sc1=S | -5% | -0.5%
Fc1ccc(Br)cc1/C=N/n1cnnc1 | -9% | 3.3%
Nc1nc(SCc2ccccc2Cl)ns1 | . | 8.8%
O=C(Nc1nccs1)c1ccc2c(c1)OCO2 | 2% | 3.7%
CCC(C)NS(=O)(=O)c1ccc(NC(C)=O)cc1 (stereo not drawn) | . | 0.8%

Looked up above:
Result of O=C(Nc1ccccc1)OCCNC(=O)c1cccc(Cl)c1 under Hsp70 displacement: -4.9%
Result of CCn1c(N)c(C(=O)NCc2ccc3c(c2)OCO3)sc1=S under Rat MKP-3 inhibitors: -5%

Shown with values under each structure: 2 of the compounds above
Sequence of screens – Rat MKP-3 inhibitors, Hsp70 displacement
- O=C(NC(=S)Nc1ccc2c(c1)-c1ccccc1C2)c1ccccc1
    5%, -1.5%
- C=CCn1c(SCC(=O)Nc2nc3ccccc3s2)nnc1-c1ccccc1O
    -8%, 0.0%

Other results follow.
SMILES | Rat MKP-3 inhibitors | Hsp70 displacement
CCCCC(=O)C1CCN(Cc2ccccc2)CC1 | -6% | 0.1%
Cc1ccc(N(CC(O)CON=C2c3ccccc3-c3ccccc32)S(C)(=O)=O)cc1 (stereo not drawn) | . | -1.6%
O=C(Nc1nc(-c2ccccn2)cs1)c1ccc(Br)s1 | . | -4.3%
CC(C)NC(=O)CN(C(=O)CCC(=O)Nc1ccccn1)c1ccc(F)c(Cl)c1 | -12% | -3.2%
CCC(=O)Nc1c(C)c(CC)nc2ccccc12 | -8% | -5.3%
CCN(CC)S(=O)(=O)c1cc(C(N)=O)ccc1Cl | 2% | -2.2%
COc1ccc(-c2c(C)nn(Cc3ccccc3)c2N)cc1 | . | -2.1%
COc1ccc(CN2CC(C(=O)NCCCN3CCOCC3)CC2=O)cc1 (stereo not drawn) | -8% | 0.4%
COc1ccc(N(C(=O)c2ccco2)S(=O)(=O)c2cc(Cl)c(Cl)cc2Cl)cc1 | . | 3.7%
O=C(Nc1nc(-c2ccc(Br)cc2)cs1)c1ccc([N+](=O)[O-])cc1 | 0% | -3.9%
Cc1ccc(/C=C2/SC(=S)N(CCC(=O)O)C2=O)o1 | 3% | -5.5%
Nc1ccc2nc(SCc3nc4ccccc4[nH]3)sc2c1 | 4% | -2.7%

Ordered by length of the SMILES (rising): 3 of the compounds above
SMILES | Rat MKP-3 inhibitors | Hsp70 displacement
c1cc(CN2CCN(C3CCCCC3)CC2)ccn1 | 2% | -1.0%
COC(=O)C(C)NC(=O)C(C)NC(=O)OCc1ccccc1 (stereo not drawn) | 3% | 2.9%
CCOCCOC(=O)C1=C(C)N(CC)C(=O)NC1c1ccc([N+](=O)[O-])cc1 (stereo not drawn) | 2% | 2.0%

(listing goes on)
SMILES | Rat MKP-3 inhibitors | Hsp70 displacement
Cc1ccc(NC(=O)CSc2nnc(C3CCCCC3)n2N)cc1F | 3% | 4.1%
CCNc1nc(NC(C)C)nc(N(C#N)Cc2ccccc2)n1 | -6% | 0.4%
O=C(O)c1cn(-c2ccccc2)nc1-c1ccc(Br)cc1 | 2% | 3.3%
CC(C)C(=O)N(Cc1cc2ccccc2[nH]c1=O)C(C)C | -8% | 1.7%
CC(C)(CNC(=O)c1cccs1)CNC(=O)c1cccs1 | -2% | -2.3%
COc1cc(C=O)cc(Br)c1OCCOc1ccc(C)c(C)c1 | 4% | 5.2%
COc1ccc(OCC(=O)N2c3ccccc3Sc3ccc(Cl)cc32)cc1 | 0% | -3.9%
CSc1nsc(SCc2ccc(F)cc2)n1 | 1% | -2.4%
O=C(N/N=C/C=C/c1ccccc1)C1CC1c1ccccc1 (stereo not drawn) | . | 1.2%
Cc1ccc(C(=O)C2=C(O)C(=O)N(CCN3CCOCC3)C2c2ccccn2)o1 (stereo not drawn) | -1% | -3.0%
C(=Nc1ccc(-c2nnc(-c3ccccc3)o2)cc1)c1c2ccccc2cc2ccccc12 | -1% | 9.4%
CCN(C(=O)c1cccc([N+](=O)[O-])c1C)C1CCCCC1 | -4% | 5.1%

In the list so far, these contain a COOH group:
SMILES | Rat MKP-3 inhibitors | Hsp70 displacement
COc1ccc(NC(=O)N[C@@H](CCSC)C(=O)O)cc1Cl | 1% | -1.1%
COc1ccc(/C=N/N=C2/NC(=O)C(CC(=O)O)S2)cc1OC (stereo not drawn) | -3% | -3.4%
Cc1cc(C)cc(N2C(=O)NC(=O)/C(=C\c3ccc(C(=O)O)cc3)C2=O)c1 | 5% | 3.1%
O=C(Cc1c(C(=O)O)[nH]c2ccccc12)NC1CCN(Cc2ccccc2)CC1 | -9% | 0.6%
Cc1ccc(/C=C2/SC(=S)N(CCC(=O)O)C2=O)o1 | 3% | -5.5%
O=C(O)c1cn(-c2ccccc2)nc1-c1ccc(Br)cc1 | 2% | 3.3%

Going on with the list.
SMILES | Rat MKP-3 inhibitors | Hsp70 displacement
CCNC(=O)CCC(=O)Nc1cc(Cl)ccc1C | 1%&4% | -1.7%&0.9%
Cc1cc(O)c(C(C)C)cc1NC1=NS(=O)(=O)c2ccccc21 | -1% | -0.9%
CC1CN(S(=O)(=O)c2ccc(C(=O)Nc3nnc(-c4ccc5c(c4)CCCC5)o3)cc2)CC(C)O1 (stereo not drawn) | -6% | 0.7%
O=S(=O)(c1ccc(Br)c2ccccc12)N1CCOCC1 | 2% | 4.0%
O=c1cc(CN2CCC3(CC2)OCCO3)c2c(ccc3ccccc32)o1 | 4% | 0.7%
O=C(c1nn2c(c1Br)NC(c1cccs1)CC2C(F)(F)F)N1CCOCC1 (stereo not drawn) | -2% | -2.4%
N#Cc1cc2c(nc1SCc1nc3ccccc3[nH]1)CCC2 | -12% | 0.9%
O=C(CN1CCc2ccccc2C1)c1cccs1 | -10% | -4.5%
COc1ccc(C2C3=C(Nc4ncnn42)c2ccccc2CC3)cc1OC (stereo not drawn) | -11% | 7.3%
COc1ccc(/C=C2\SC(=O)N(c3ccccc3OC)C2=O)cc1 | -1% | -5.8%
Cc1ccc2c(c1)nnn2C1CCN(C(=O)C2CCCCC2)CC1 | -8% | -3.5%
NC1=NS(=O)(=O)NC1c1cccc(Cl)c1 (stereo not drawn) | . | 0.9%
O=C1NC(=Nc2ccc(O)cc2)S/C1=C/C(Cl)=C/c1ccc([N+](=O)[O-])cc1 | 0% | -0.5%
O=S(=O)(c1cc(Cl)ccc1Br)n1nnc2ccccc21 | -1% | 2.1%
CCC(C)c1c(O)nc(SCC(=O)Nc2nc3ccccc3s2)[nH]c1=O (stereo not drawn) | 1% | 0.6%
NC(=O)c1sc2cc(C(F)(F)F)cnc2c1-c1cccs1 | . | -6.6%
CCOc1ccc(-c2cc(C)n3nc(C(=O)Nc4ccccc4C(=O)OC)cc3n2)cc1 | 5% | 1.1%
O=C(CCCn1c(=O)c2sccc2n(CC(=O)NCc2ccco2)c1=O)NCc1ccco1 | 3% | -1.6%
Cc1ccc(S/C(=N\S(=O)(=O)c2ccc(Cl)cc2)c2ccccc2)cc1 | . | -3.6%
COc1ccc(S(=O)(=O)Nc2cc(C)ccc2C)cc1OC | 0% | -0.4%
CC1Oc2ccccc2N(CC(=O)N(Cc2ccccc2)Cc2ccccn2)C1=O (stereo not drawn) | -5% | 0.9%
c1ccc2c(c1)OCC(c1nnc3sc(-c4cnccn4)nn13)O2 (stereo not drawn) | -2% | 5.7%

Screening data from PubChem.
